Screening data from PubChem BioAssay.
TTR transcr act – TTR transcription activation, primary screen; SH-SY5Y TTR promoter Gaussia luciferase, luminescence; 100% = recombinant luciferase protein wells; activation, % at 16.7 µM; 92,000 compounds, 1.3% hits; AID 1117267;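 active = activation above the mean of all tested compounds plus 3 SD, cut at about 9.5% in these data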;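 note: cells exposed to compounds for one day before reading; 0% = median of all test compound wells on the plate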
* marks the source's active call; other numbers are inactive results. Some of the compounds tested (hit frequency here may not be typical).

SMILES	TTR transcr act
CCOc1ccc2c(C)c(Cl)c(=O)oc2c1	-3.5
CN(CC#CC(O)(c1ccccc1)c1ccccc1)C(C)(C)C	0.0
CCCn1c(SCC(=O)OCC)nc(C(F)(F)F)cc1=O	-0.1
O=C(c1ccco1)[C@@H]1[C@@H]2C(=O)N(c3ccc(F)cc3)C(=O)[C@@H]2C2c3ccccc3C=CN21 (some centres not stated)	3.4
COc1cc(NC(=O)CN(c2cc(C)cc(C)c2)S(=O)(=O)c2c(C)[nH]c(=O)[nH]c2=O)cc(OC)c1	1.1
CCOc1ccc(CN2CCCC(CO)(Cc3ccc(F)cc3)C2)cc1 (configuration not stated)	1.3
Nc1ncnc2c1nc(N1CCCCC1)n2[C@@H]1O[C@H](CO)[C@@H](O)[C@H]1O	-1.4
CC(C)Cn1c(N)c(C(=O)COC(=O)c2c(O)c(Cl)cc(Cl)c2Cl)c(=O)n(C)c1=O	-0.1
CCOC(=O)c1c(/N=C/c2cc(OC)cc([N+](=O)[O-])c2O)sc(C)c1C	-0.8
COc1ccc(C)cc1Nc1nc(-c2c[nH]c3ccccc23)cs1	3.1
CCCCSc1ccc(NC(=O)c2cccnc2)cc1	-0.2
OC[C@@H](O)[C@H](O)C(/C=N/Nc1ccccc1)=N\Nc1ccccc1	0.5
CCOC(=O)C1CCN(C(=O)CN(C)S(=O)(=O)c2cc(C)ccc2OC)CC1	9.3
Cn1nc(C(F)(F)F)cc1-c1ccc(S(N)(=O)=O)s1	-1.0
COCc1cc(C)nc2sc(C(=O)Nc3ccccc3C)c(N)c12	2.3
Cc1nc(Nc2ccccc2F)c2oc3ccccc3c2n1	0.3
O=C1CC(N2CCSCC2)C(=O)N1c1ccc(F)cc1 (configuration not stated)	0.7
CC1(C(=O)NCc2cccnc2)CCC(=O)N1Cc1cccs1 (configuration not stated)	0.4
Cc1ccc(CNC(=O)CSCc2ccccc2)cc1	0.2
O=C(NCC1CC1)c1onc(CSc2ccncc2)c1C(=O)NCC1CC1	6.6
NC(=O)Cn1c(=O)n(CCc2ccccc2)c(=O)c2c3c(sc21)CCCC3	-0.1
Cc1ccc(-c2n[nH]c(=S)n2/N=C/c2c(C)nn(-c3ccccc3)c2C)cc1	0.4
CCOc1ccc(C(=O)N[C@H](C(=O)Nc2ccccc2OC)C(C)C)cc1	1.8
O=c1c(Cl)c(Nc2cccc(Cl)c2)cnn1-c1nc2ccccc2s1	1.2
COc1ccnc(Oc2ccc(F)cc2)c1C(=O)N/C=N/OCc1cccc(F)c1	-0.2
N=c1c2c(-c3ccccc3)c(-c3ccccc3)n(Cc3ccco3)c2ncn1CCN1CCOCC1	-3.7
CC1CCN(CCCNC(=O)c2n[nH]c(=O)c3ccccc23)CC1	0.2
CCNC(=O)Cc1ccc(Br)cc1	3.2
CCCOc1ccc(N2C(=O)CC(N(CCOC34CC5CC(CC(C5)C3)C4)C(C)=O)C2=O)cc1 (configuration not stated)	1.2
O=C1NC(=S)S/C1=C1\Sc2ccccc2N1CCCS(=O)(=O)O	0.9
O=C(O)C1CCC(CN(Cc2cccc(Br)c2)C(=S)Nc2ccccc2F)CC1 (configuration not stated)	2.3
O=C(NC(=O)c1c(F)cccc1F)Nc1cccc(Oc2ncc(Cl)cn2)c1	-0.9
O=C(O)c1ccc(C[n+]2c(-c3ccccc3)csc2Nc2ccccc2)cc1	1.4
COC(=O)C1C(c2ccccc2)C(C(=O)N2CCN(C)CC2)C1c1ccccc1 (configuration not stated)	-1.7
O=C(Cc1csc(NC(=O)Nc2ccc(Cl)cc2)n1)NCc1cccnc1	2.5
O=C(NNC(=O)C1COc2ccccc2O1)c1ccccc1 (configuration not stated)	-0.6
OCc1nc2ccccc2n1CCCOc1ccccc1	-0.3
Cn1c(CNC(=O)c2ccco2)nnc1SCC(=O)Nc1c(F)cc(F)cc1Br	7.0
CCOC(=O)c1ccc(NC(=S)Nc2ccccc2)cc1	2.9
COc1ccc(S(=O)(=O)c2nnn(-c3cccc(Cl)c3)c2N)cc1	-1.2
CCOc1ccc(NC(=O)COc2cccc3cccnc23)cc1S(=O)(=O)N1CCCC1	-1.2
Cc1nc2nc(COc3ccccc3)nn2c(C)c1Cl	-0.9
COC(=O)c1cc2oc(C)cc2n1CC(=O)N1CCCc2ccccc21	-0.2
O=C(NCCc1ccccc1)c1ccc2[nH]c(=O)c(=O)[nH]c2c1	2.6
CCOc1ccc(CN(C(=O)c2oc3ccccc3c2C)C2CCS(=O)(=O)C2)cc1 (configuration not stated)	0.7
O=C(CCc1ccccc1)Nc1cc2c(cc1Cl)OCCO2	1.6
COc1ccc(CNc2cc([N+](=O)[O-])ccc2OC)cc1	5.4
c1coc(C2Nc3ccccc3C3OCCC23)c1 (configuration not stated)	1.0
COc1ccc(/C=C/C(=O)OCc2csc(-c3ccccc3)n2)cc1OC	-1.2
CN(C)S(=O)(=O)N(CC(=O)NCCSCc1ccc(Cl)cc1)c1ccccc1	-1.7
CCOc1ccc(Nc2nc3cc(S(=O)(=O)CC)ccc3o2)cc1	-2.4
CC(C)(C)S(=O)(=O)N1Cc2cc(CO)cc(CCO)c2[C@H]1CCO	1.7
O=C1C=C(c2ccc(F)cc2OCc2ccccc2)C[C@@H](c2ccc(Cl)cc2)C1	2.0
CCOC(=O)c1c(CSC(=N)N)n(-c2ccc(Br)cc2)c2cc(Br)c(OC(C)=O)cc12	0.6
O=C1CC(c2ccccc2)C(=O)N2C(=O)CC(c3ccccc3)C(=O)N12 (configuration not stated)	1.0
COc1ccccc1N1CCN(C(=O)CCc2nnc3ccc(N4CCCC4)nn23)CC1	-2.4
CCOC(=O)COc1ccccc1C1Nc2ccccc2C(=O)N1c1cccc(Cl)c1 (configuration not stated)	2.5
CCC1CCCCN1CCCNC(=O)CCNC(=O)Cn1cnc2ccccc2c1=O (configuration not stated)	-0.8
Cc1cc(C)nc(Oc2ccc(Br)cc2Br)n1	-1.2
O=C(CCSc1nnc2ccc3ccccc3n12)Nc1ccc(F)cc1	3.0

A draw from above in order of length of the SMILES, descending:
SMILES	TTR transcr act
CCOC(=O)c1c(CSC(=N)N)n(-c2ccc(Br)cc2)c2cc(Br)c(OC(C)=O)cc12	0.6
O=C1C=C(c2ccc(F)cc2OCc2ccccc2)C[C@@H](c2ccc(Cl)cc2)C1	2.0
CCOc1ccc(NC(=O)COc2cccc3cccnc23)cc1S(=O)(=O)N1CCCC1	-1.2
COc1ccccc1N1CCN(C(=O)CCc2nnc3ccc(N4CCCC4)nn23)CC1	-2.4
CN(C)S(=O)(=O)N(CC(=O)NCCSCc1ccc(Cl)cc1)c1ccccc1	-1.7
CC(C)(C)S(=O)(=O)N1Cc2cc(CO)cc(CCO)c2[C@H]1CCO	1.7
COc1ccc(S(=O)(=O)c2nnn(-c3cccc(Cl)c3)c2N)cc1	-1.2
COC(=O)c1cc2oc(C)cc2n1CC(=O)N1CCCc2ccccc21	-0.2
CCOc1ccc(Nc2nc3cc(S(=O)(=O)CC)ccc3o2)cc1	-2.4
O=C(CCSc1nnc2ccc3ccccc3n12)Nc1ccc(F)cc1	3.0
COc1ccc(CNc2cc([N+](=O)[O-])ccc2OC)cc1	5.4
O=C(CCc1ccccc1)Nc1cc2c(cc1Cl)OCCO2	1.6
Cc1nc2nc(COc3ccccc3)nn2c(C)c1Cl	-0.9
Cc1cc(C)nc(Oc2ccc(Br)cc2Br)n1	-1.2
c1coc(C2Nc3ccccc3C3OCCC23)c1 (configuration not stated)	1.0

Later entries
SMILES	TTR transcr act
Cc1cnc(C(=O)OCC(=O)N2CCc3ccccc32)cn1	-0.5
CCOC(=O)[C@]12Cc3c(cc(OC)c(OC)c3OC)[C@H]1N(C1CCCCC1)C(=O)c1cc(OC)ccc12	-5.8
Cc1cccc(NC(=O)NC2(C(=O)NCc3ccco3)CCCCC2)c1	-0.3
O=C(CNC(=S)N(Cc1ccccc1)Cc1cccs1)NCc1ccc(F)cc1	-3.2
Cc1c(Cl)cccc1NC(=O)[C@@H](NC(=O)c1ccccc1Cl)C(C)C	-0.5
COC(=O)C[C@H]1CC[C@@H]2[C@H](COc3ccc(NC(=O)c4cccc(Cl)c4)cc3C(=O)N2C)O1	2.7
Cc1ccc(C(=O)C2CCN(CC(=O)NCc3ccc(F)cc3)CC2)cc1	-2.3
CCCCCCN1C[C@@H](n2cc(C3CC3)nn2)[C@H](O)C[C@@H]1c1ccc(OC)cc1	0.3
Cc1ccc(OCC(=O)N(Cc2ccc(N(C)C)cc2)C2CCS(=O)(=O)C2)cc1C (configuration not stated)	0.1
O=C(O)CC1(C(=O)O)CC2C=CC1C2 (configuration not stated)	-2.6
Cc1ccc(-c2nc(C3CCCN(S(=O)(=O)c4ccc(C(C)(C)C)cc4)C3)no2)cc1 (configuration not stated)	-0.6
COC(=O)C1CN(S(=O)(=O)c2ccc(NC(C)=O)cc2)CCS1 (configuration not stated)	3.1
COc1ccc2c(C=O)cn(C)c2c1	-0.2
CC(=NNC(=O)c1ccncc1)c1ccc(Cl)c(Cl)c1	0.0
CCCCNC(=O)c1ccccc1NC(=O)CCC	0.9
N#CC1(NC(=O)COc2ccccc2[N+](=O)[O-])CCCCC1	2.5
O=C(COC(=O)CSc1ccc([N+](=O)[O-])cc1)NCCCc1ccccc1	1.5
Cc1cccc(COC[C@H](Cc2ccccc2)N2CCN(C(=O)c3cccc(C)c3)CCC2=O)c1	0.0
COCCCNC(=O)Cn1nnc(-c2ccc(NC(=O)c3ccccc3F)cc2)n1	3.1
CCCC(=O)Nc1cc2c(cc1C(C)=O)OCCO2	0.4
CC1CCC(CC(=O)O)(C(=O)O)CC1 (configuration not stated)	0.7
COc1ccc(C)cc1NC(=O)c1ccc(OC(F)F)cc1	-1.1
COc1ccccc1-c1nc(SCC(=O)NCc2ccco2)c2c(=O)n(C)c(=O)n(C)c2n1	-1.8
CC(C)(c1ccccc1)c1ccc(OCc2ccc(C(=O)O)o2)cc1	1.8
NC(=O)c1nsc(C(=O)N(Cc2ccco2)C(C(=O)NCC2CCCO2)c2ccc(F)cc2)c1N (configuration not stated)	0.1
CCN(CC)c1ccc(C=N/C(C#N)=C(\N)C#N)cc1	2.1
Nc1ccccc1C(=O)Nc1cccc(C(=O)O)c1	-0.7
CCOc1cc2c(cc1OCC)C(c1ccc(F)cc1)NCC2 (configuration not stated)	0.0
CCOC(=O)C1=C(C)Nc2sc(C(=O)c3ccc(F)cc3)c(N)c2C1c1ccc(C(=O)OC)cc1 (configuration not stated)	-1.4
CCCC(=O)c1cc(-c2nc3ccccc3n2C)n(C)c1	-0.7
COc1ccc(NC(=O)CN(C)S(=O)(=O)c2cnc[nH]2)cc1	1.9
Nc1ncnc(N2CCOCC2)c1N	0.3
Cc1c(-c2nnnn2-c2ccc(F)cc2)cnc2cc3c(cc12)OCO3	-0.2
O=C(COC(=O)c1ccc(O)cc1)NC(=O)NCc1ccccc1	-0.1
NS(=O)(=O)c1ccc(NC(=S)NC(=O)c2ccco2)cc1	0.6
O=C(CN1CCN(Cc2ccccc2)CC1)N/N=C/C=C/c1ccccc1[N+](=O)[O-]	-1.8
Cc1ccc(C(=O)N2CCC3CC2c2cc(-c4ccc5c(c4)OCO5)ccc23)cc1 (configuration not stated)	0.3
CCOc1ccc(C(=O)NCC(=O)NCCOc2ccc(C)cc2)cc1	2.0
NNc1nc2ccc(Cl)cc2s1	-0.6
CC(C)NCCCCOc1ccc(Br)cc1Cl	0.1
Cc1ccc2nc(C)cc(C(=O)OCC(=O)Nc3cccnc3Cl)c2c1	2.6
C(=N\Nc1ncnc2sc3c(c12)CCC3)/c1cccs1	-3.2
O=C(Nc1cc(-c2ccccc2)[nH]n1)c1ccccc1F	1.1
CC(=O)c1ccc(NC(=O)CSc2nc(N)c3cc4c(nc3n2)CCCC4)cc1	0.1
C=CCn1c(SCC(=O)c2ccc(Cl)s2)nc2ccccc2c1=O	1.9
Cc1cccc(C)c1NC(=S)N(Cc1ccco1)C1CCN(C(C)C)CC1	-0.8
CC(C)(C)c1ccc(C(=O)NC(=S)NCC2CCCO2)cc1 (configuration not stated)	0.5
Cc1ccc2c3c([nH]c2c1)C(=O)CC(C)(C)S3	-1.0
CCOC(=O)c1cc(NC(=O)c2cc(C)on2)cc(C(=O)OCC)c1	0.0
C/C(=N\NC(=O)c1ccc(O)cc1O)c1cccnc1	1.0
C[n+]1cn(CC(O)COCc2ccccc2)c2ccccc21 (configuration not stated)	1.0
O=C(O)c1cccc(NC(=S)NC(NC(=O)c2ccco2)C(Cl)(Cl)Cl)c1 (configuration not stated)	0.1
O=C(NCc1cccs1)C1CC(c2ccccc2O)=NO1 (configuration not stated)	0.8
N#Cc1ccc(COC(=O)c2cccnc2Cl)cc1	-0.9
Cn1c(SCC(=O)N/N=C/c2ccncc2)nc2ccccc21	0.8
CCCCN(CCCC)C(=O)CSc1nnc(-c2cc(OC)c(OC)c(OC)c2)o1	2.2
CSc1nc(C)cc(SCC(=O)Nc2ccccc2)n1	0.5
Cc1ccc(N2C(=O)Nc3ccccc3C2(O)C(=O)N2CCN(c3ccccn3)CC2)cc1C (configuration not stated)	0.1
CCOC(=O)c1ccc(NC(=S)P(=O)(c2ccccc2)c2ccccc2)cc1	-5.4
CCOc1cc(OCC)cc(C(=O)N2CCC[C@@H]2C(=O)N2CCC[C@H]2C(=O)NCc2ccncc2)c1	0.6

In another format: four of the compounds above
compound,TTR transcr act
N#Cc1ccc(COC(=O)c2cccnc2Cl)cc1,-0.9
Cn1c(SCC(=O)N/N=C/c2ccncc2)nc2ccccc21,0.8
CCCCN(CCCC)C(=O)CSc1nnc(-c2cc(OC)c(OC)c(OC)c2)o1,2.2
CSc1nc(C)cc(SCC(=O)Nc2ccccc2)n1,0.5

Carrying on.
SMILES	TTR transcr act
COc1ccccc1/C=C/CN1CCN(Cc2ccc(F)cc2)C(CCO)C1 (configuration not stated)	-1.0
Cc1ccc(CSC2=NCCN2C(=O)c2ccc(S(=O)(=O)N(C)C)cc2)cc1	-0.7
CCOC(=O)N1CCC(N2CCN(S(=O)(=O)c3ccc(NC(C)=O)cc3)CC2)CC1	0.1
CC(C)CC(N=C1NC(C)(C)Cc2ccccc21)C(=O)O (configuration not stated)	0.7
CCCC(=O)c1ccc(N2CCN(C(=O)OCC)CC2)c(F)c1	-1.3
COc1ccc(S(=O)(=O)Nc2ccc3c(c2)C(=O)N([C@H](C)CO)C[C@H](C)[C@@H](CN(C)C(=O)NC(C)C)O3)cc1	5.5
